# BAZ2B inh: BAZ2B (human) inhibition; 4.4% of 360,000 active; AlphaScreen BAZ2B-H3K14Ac peptide displacement; Q9UIF8; AID 504333; Potency, µM (doses to about 114 µM), inactives show top-dose activity change, negative = inhibition, most hits filed as inhibitors; note: % is set by controls: 0 for no effect and ±100 for the full control effect; nearly all actives have a fitted effect of over 60% in size
#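 Protein-peptide AlphaScreen: BAZ2B 50 nM, b-H3K14Ac 50 nM, 1x PBS pH 7.4 + 0.01% Tween-20. Preincubation 30 min RT; cpd 30 min RT (top 110 uM); beads 20 min RT, light-protected.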
# Tb PGK inh: T. brucei PGK inhibition | Potency, µM (series often up to 57.5 µM), for inactives: at the top dose activity change, negative = inhibition, actives largely listed as inhibitors | 0.043% of 380,000 active | PGK/GAPDH coupled, Kinase-Glo luminescence, 60 min | P07378; note: % is set by controls: 0 for no effect and ±100 for the full control effect; nearly all actives have a fitted effect of over 60% in size
#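 Luminescent ATP detection (Kinase-Glo Plus) follows a 60-minute room-temperature incubation, with wells lacking PGK as controls. Buffer: 100 mM TEA (pH 7.6), 5 mM MgCl2, 0.01% Tween-20. Coupling enzyme GAPDH (100 nM final) supplies unstable 1,3-BPG in-well.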
# G9a inh: inhibitors of human histone lysine methyltransferase G9a; Q96KQ7; G9a H3K9 monomethylation, AlphaScreen, 2 h; Potency, µM (series often up to 102 µM), inactives show top-dose activity, negative = inhibition, hits mostly inhibitors; 8.8% of 350,000 active; note: % is set by controls: 0 for no effect and ±100 for the full control effect; nearly all actives have a fitted effect of over 75% in size
#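 G9a (20 nM) preincubated 15 min RT with compounds, then 500 nM biotinylated H3K9 peptide and 20 uM SAM added; 2 h RT reaction. Monomethyl-H3K9 product detected by AlphaScreen with anti-H3K9me1 antibody, streptavidin donor and anti-rabbit IgG acceptor beads.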
# Pin1 inhibitor: blocks the human prolyl isomerase Pin1. Q13526. Pin1 FP peptide displacement, HiFluor488, 10 min. Potency, µM (highest dose often 115 µM), without a hit: at the top dose activity, negative = inhibition, hits mostly inhibitors. 0.009% of 390,000 active. AID 504891; active = well fitted inhibition curve with a large enough effect in the polarisation, with a control signal flat, not every such curve was filed as active; inconclusive = small, poorly fitted or top-dose-only effect, or effect the other way, or a change in a side signal; inactive = no such curve, though single readings can be large or run the other way; the % refers to the polarisation; note: % is set by controls: 0 for no effect and ±100 for the full control effect
# Target sequence (Q13526 whole entry, looked up): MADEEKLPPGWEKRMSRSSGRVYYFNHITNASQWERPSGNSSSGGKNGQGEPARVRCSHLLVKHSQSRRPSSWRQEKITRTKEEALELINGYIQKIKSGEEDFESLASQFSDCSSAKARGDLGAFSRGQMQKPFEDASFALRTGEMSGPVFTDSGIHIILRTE
# BLM inh: inhibitors of human Bloom syndrome helicase BLM. AID 2528. P54132. recombinant BLM DNA unwinding, fluorescence dequenching. Potency, µM (titrated, usually from 56.1 µM), for the others: at the highest dose activity change, negative = inhibition, most hits filed as inhibitors. 0.2% of 350,000 active;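 note: plate controls were vehicle for no effect and no enzyme for full effect; nearly all actives have a fitted effect of over 35% in size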
# POLI inh: blocks human DNA polymerase iota activity. Potency, µM (titrated, usually from 115 µM), for the others: at the top dose activity, negative = inhibition, actives largely listed as inhibitors. AID 588590. Pol iota fluorescent replication assay, 10 min. Q9UNA4. 1% of 390,000 active
#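 Fluorescent replication assay read twice, at 0 min and 10 min after adding 50 nM (final) substrate. Enzyme (10 nM) and compounds were first incubated 15 min at room temperature; enzyme-free buffer wells were negative controls.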
# HP1b chromo inh: HP1-beta chromodomain-methylated histone interaction inhibition. P83916. AlphaScreen HP1-beta / biotin-H3K9me3 peptide binding. Potency, µM (series often up to 114 µM), for the others: top-dose activity change, negative = inhibition, hits mostly inhibitors. 0.56% of 390,000 active. AID 540317; note: nearly all actives have a fitted effect of over 70% in size; inactives centre near 23
#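 AlphaScreen: HP1-beta (50 nM) preformed 30 min with biotin-H3(1-18)K9me3 peptide (50 nM) in PBS pH 7.4, 0.01% Tween-20. Compound added for 30 min at RT, then streptavidin donor/nickel chelate acceptor beads (10 ug/mL) for 30 min.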
# JMJD2A Tudor inh: blocks the human JMJD2A Tudor domain; O75164; AlphaScreen JMJD2A-Tudor / H3K4me3 peptide binding; Potency, µM (series often up to 114 µM), inactives show at the top dose activity change, negative = inhibition, actives largely listed as inhibitors; 4.4% of 390,000 active; AID 504339; note: % is set by controls: 0 for no effect and ±100 for the full control effect; nearly all actives have a fitted effect of over 50% in size
# GLS inh: blocks human kidney-isoform glutaminase activity; GLS enzymatic activity, qHTS titration; Potency, µM (titrated, usually from 45.5 µM), for inactives: at the highest dose activity change, negative = inhibition, most hits filed as inhibitors; 0.21% of 410,000 active; note: % is set by controls: 0 for no effect and ±100 for the full control effect
# Target sequence (O94925 whole entry, looked up, canonical isoform): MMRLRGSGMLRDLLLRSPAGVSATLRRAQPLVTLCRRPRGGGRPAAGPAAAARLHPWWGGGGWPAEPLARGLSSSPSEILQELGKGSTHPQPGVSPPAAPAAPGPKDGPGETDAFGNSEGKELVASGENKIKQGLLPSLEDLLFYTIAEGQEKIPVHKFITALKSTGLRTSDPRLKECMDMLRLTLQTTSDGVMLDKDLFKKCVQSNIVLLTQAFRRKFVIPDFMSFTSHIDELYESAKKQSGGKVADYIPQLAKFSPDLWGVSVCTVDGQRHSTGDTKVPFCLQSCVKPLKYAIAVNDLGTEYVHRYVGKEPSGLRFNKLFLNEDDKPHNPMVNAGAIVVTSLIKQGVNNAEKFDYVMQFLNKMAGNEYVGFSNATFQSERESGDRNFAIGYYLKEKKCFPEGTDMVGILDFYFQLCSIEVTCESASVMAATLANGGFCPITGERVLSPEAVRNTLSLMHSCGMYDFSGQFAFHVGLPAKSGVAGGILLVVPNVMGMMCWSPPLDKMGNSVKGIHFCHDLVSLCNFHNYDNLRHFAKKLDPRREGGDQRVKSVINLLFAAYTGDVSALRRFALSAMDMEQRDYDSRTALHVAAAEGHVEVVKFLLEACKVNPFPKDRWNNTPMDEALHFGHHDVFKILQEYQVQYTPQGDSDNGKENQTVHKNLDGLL
#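 Assay buffer: 45 mM KH2PO4 pH 8.2, 0.02% Tween-20. hKGA acts on L-glutamine (1 mM solution added); product glutamate is reported by an oxidase/peroxidase Amplex Red coupling, with fluorescence taken at baseline and 30 min.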
# Starred values were filed as active, the others as inactive; i = inactive; ? = inconclusive; . = not tested or not shown; & = joins results of further samples; [ ] = another dose, or the depositor's remark. Unless noted, calls come from the whole dose curve; as a rule, active = well fitted curve in the direction sought with a large enough effect; inconclusive = small, poorly fitted or top-dose-only effect, or another doubt; inactive = no such curve, though single readings can be large; an effect the other way counts as inactive or inconclusive. Potency is the fitted concentration of half-maximal effect. Some of the compounds tested, so the mix of outcomes need not match the whole.
item	canonical_smiles	BAZ2B inh	Tb PGK inh	G9a inh	Pin1 inhibitor	BLM inh	POLI inh	HP1b chromo inh	JMJD2A Tudor inh	GLS inh
1	Nc1nc(Cl)cc(Oc2ccccc2F)n1	8%	-14%	17%	-6%	-20%	52%[activator]	16%	-6%	8%
2	Cc1ccc(S(=O)(=O)N(CC(=O)NCc2ccco2)Cc2ccc(F)cc2)cc1	-32%	3%	?	-1%	-9%	9%	21%	-10%	-1%
3	c1ccc(N2CCN(c3ncnc4scc(-c5cccs5)c34)CC2)cc1	-37%	-4%	9%[12.7 µM]	6%	-7%	10%	9%	-33%	4%
4	CCOC(=O)CC1C(=O)NCCN1C(=O)COc1ccc(Br)cc1C (stereo unspecified)	13%	-4%	-27%[59 µM]	-1%	0%	22%	23%	-10%	6%
5	COc1ccc(CCN2CC(C(=O)OC(C)C(=O)Nc3cccc(Cl)c3)CC2=O)cc1OC (stereo unspecified)	-4%	-7%	29%[12.7 µM]	-1%	.	46%[activator]	?	-1%	3%
6	Cc1ccc2[nH]cc(C(c3ccccc3)c3cccs3)c2c1 (stereo unspecified)	-30%	-3%	-6%[59 µM]	-2%	-10%	3%	16%	-26%	15%
7	O=C(CCCOc1ccc(Cl)cc1Cl)NCCc1nnc2ccccn12	-13%	0%	.	-8%	2%	24%	41%[activator]	1%	-7%
8	COC(CNS(=O)(=O)c1ccc(S(=O)(=O)NC2CC2)cc1)OC	-6%	-5%	24%	4%	0%	-16%	8%	10%	-9%
9	Cc1ccc2c(c1)c1c(c(=O)n(-c3cccc(Cl)c3)c(=O)n1CC(=O)Nc1c(C)cccc1C)n2C	-13%	-2%	10%[59 µM]	1%	-2%	27%	-4%	-13%	1%
10	Cc1cc(C)cc(NC(=O)CN2C(=O)C3CC=CCC3C2=O)c1 (stereo unspecified)	8%	i	-10%[2.33 µM]	0%	.	19%	62%[activator]	2%	-1%
11	CC(=O)Nc1ccc(S(=O)(=O)NCC(=O)OCC(=O)NCc2ccc3c(c2)OCO3)cc1	.	i	.	-2%	.	-4%	24%	-8%	-1%
12	CC(=O)Oc1ccc(/C=N/NC(=O)C2CCCN2S(=O)(=O)c2ccc(Cl)cc2)cc1 (stereo unspecified)	-6%	-10%	?	-3%	-3%	-18%	23%	-9%	1%
13	COc1cccc(N(CC(=O)N2CCN(c3ccccc3OC)CC2)S(C)(=O)=O)c1	4%	i	79µM*	-1%	2%	6%	17%	-7%	0%
14	CCOC(=O)c1cccc(NC(=O)COc2ccc([N+](=O)[O-])cc2)c1	-23%	.	-2%	1%	-6%	-5%	26%	-26%	1%
15	CC(=O)Cc1nsc(NC(=O)c2ccc(F)cc2)n1	-20%	-2%	0%	-16%	-2%	-7%	21%	4%	-8%

# Retrieved by structure from the entries so far:
item	canonical_smiles	BAZ2B inh	Tb PGK inh	G9a inh	Pin1 inhibitor	BLM inh	POLI inh	HP1b chromo inh	JMJD2A Tudor inh	GLS inh
5	COc1ccc(CCN2CC(C(=O)OC(C)C(=O)Nc3cccc(Cl)c3)CC2=O)cc1OC (stereo unspecified)	-4%	-7%	29%[12.7 µM]	-1%	.	46%[activator]	?	-1%	3%
3	c1ccc(N2CCN(c3ncnc4scc(-c5cccs5)c34)CC2)cc1	-37%	-4%	9%[12.7 µM]	6%	-7%	10%	9%	-33%	4%

# The list continues:
item	canonical_smiles	BAZ2B inh	Tb PGK inh	G9a inh	Pin1 inhibitor	BLM inh	POLI inh	HP1b chromo inh	JMJD2A Tudor inh	GLS inh
16	Cc1ccc(N(CC(=O)NC2CCCCC2)S(=O)(=O)c2c(C)noc2C)cc1	11%	-7%	-15%	12%	-2%	17%	56%[activator]	-9%	-2%
17	CC(=O)Nc1nc(C)c(Oc2ccccc2)c(=O)[nH]1	-29%	-9%	3%[12.7 µM]	3%	-3%	-11%	29%	-11%	0%
18	COc1cc(C(=O)N2CCN(C(=O)c3ccco3)CC2)cc(OC)c1OC	-5%	i	6%[12.7 µM]	-2%	-1%	9%	23%	0%	-9%
19	Cc1c(NC(=O)c2ccco2)cccc1-c1nc2cccnc2s1	4%	-1%	14µM*	21%	3%	?	22%	?	-5%
20	COc1ccc(N2C(=O)c3ccccc3C2=O)cc1	0%	-7%	-7%[12.7 µM]	48%&-2%	-4%	35%[activator]	17%	-14%&-3%	-4%
21	O=C1CN(C(=O)COC(=O)CCc2ccccc2)c2ccccc2N1	.	7%	.	11%	.	112%[activator]	23%	-11%	2%
22	Cc1ccc(Cn2c(-c3ccccc3)nc3ccccc32)cc1	28%	-6%	5%[59 µM]	3%	-11%	7%	69%[activator]	17%	-7%
23	O=c1cc(CNCCCO)c2ccccc2[nH]1	27%	i	-15%[12.7 µM]	-2%	2%	9%	38%	9%	0%
24	CCOC(=O)[C@H]1[C@H]2COc3cc(OC)ccc3[C@@H]2N2C(=O)CN(CCc3c[nH]c4ccccc34)C(=O)[C@@]12C	-38%	0%	-3%[0.501 µM]	11%	.	29%	15%	?	3%
25	c1ccc(Cc2nnc(Sc3ccccc3)c3ccccc23)cc1	3%	-12%	?	-1%	-2%	?	22%	6%	-4%
26	COc1cc(NC(=O)Nn2cnnc2)cc(OC)c1OC	3%	4%	45µM*	3%	-8%	76%[activator]	3%	-10%	7%
27	Nc1nc2nc(-c3cccs3)cc(C(F)(F)F)n2n1	3%	-1%	0%	5%	-2%	68%[activator]	48%[activator]	12%	?
28	Cc1ccn2c(=O)nc(SCC(=O)NCc3ccccc3Cl)nc2c1	-32%	-11%	?	?	.	56µM*	4%	-28%	0%
29	Cc1c([N+](=O)[O-])cc(C(=O)Nc2ccc(NC(=O)c3ccco3)cc2)cc1[N+](=O)[O-]	4%	-4%	20%	-2%	-4%	10%	18%	-2%	-3%
30	O=C(c1cc2cc(F)ccc2[nH]1)N1CCc2ccccc2C1	-18%[57.1 µM]	i	19%	-2%	-1%	?	42%[activator]	6%	2%
31	Cc1ccc(N2C=Nc3ccc(C)c4nc(C)cc2c34)cc1	13%	-8%	2%	0%	0%	-4%	68%[activator]	22%	5%
32	Nc1[nH]ncc1N=Nc1ccc(Cl)cc1	?	-8%	-15%	1%	-3%	-6%	-3%	-34%	24%
33	Cn1c(=O)c2c(ncn2CC(O)CNc2ccc(Cl)cc2)n(C)c1=O (stereo unspecified)	-3%	-1%	3%[59 µM]	-10%	3%	11%	46%[activator]	-20%	11%
34	O=C(Nc1ccc(-c2csc(Nc3ccccc3)n2)cc1)c1ccccc1	-29%	-1%	?	-8%	-2%	29%	25%	-16%	-2%
35	COc1ccc(CC(=O)Nc2cc(-c3nc4cccnc4s3)ccc2C)cc1	?	3%	?	2%	-14%	25%	24%	?	-2%
36	Cc1oc(-c2cc(F)ccc2F)nc1CN(C)Cc1ccc2nccnc2c1	-10%	-6%	5%	13%	-5%	187%[activator]	33%	-2%[57.1 µM]	-5%
37	O=C(Nc1cccc(F)c1)N1CCN(C/C=C/c2ccccc2)CC1	-6%	-3%	6%	-1%	-5%	17%	28%	-16%	-8%
38	Cn1cccc1C1NC(=O)c2c(sc3c2CCC(C(C)(C)C)C3)N1 (stereo unspecified)	-4%	i	?	-1%	-11%	-8%	-17%	-25%	4%
39	CCOc1cc2c(cc1OCC)C(c1ccc(OC)cc1)N(c1ccccc1)C(=O)C2 (stereo unspecified)	-35%	-3%	?	4%	-6%	3%	21%	-12%	5%
40	CC(C)NS(=O)(=O)c1ccc(NC(=O)c2cccnc2)cc1	6%	-6%	.	2%	-1%	-25%	21%	-5%	-15%

# Structural class: the entries above containing an NH in an aromatic ring.
item	canonical_smiles	BAZ2B inh	Tb PGK inh	G9a inh	Pin1 inhibitor	BLM inh	POLI inh	HP1b chromo inh	JMJD2A Tudor inh	GLS inh
6	Cc1ccc2[nH]cc(C(c3ccccc3)c3cccs3)c2c1 (stereo unspecified)	-30%	-3%	-6%[59 µM]	-2%	-10%	3%	16%	-26%	15%
17	CC(=O)Nc1nc(C)c(Oc2ccccc2)c(=O)[nH]1	-29%	-9%	3%[12.7 µM]	3%	-3%	-11%	29%	-11%	0%
23	O=c1cc(CNCCCO)c2ccccc2[nH]1	27%	i	-15%[12.7 µM]	-2%	2%	9%	38%	9%	0%
24	CCOC(=O)[C@H]1[C@H]2COc3cc(OC)ccc3[C@@H]2N2C(=O)CN(CCc3c[nH]c4ccccc34)C(=O)[C@@]12C	-38%	0%	-3%[0.501 µM]	11%	.	29%	15%	?	3%
30	O=C(c1cc2cc(F)ccc2[nH]1)N1CCc2ccccc2C1	-18%[57.1 µM]	i	19%	-2%	-1%	?	42%[activator]	6%	2%
32	Nc1[nH]ncc1N=Nc1ccc(Cl)cc1	?	-8%	-15%	1%	-3%	-6%	-3%	-34%	24%

# From PubChem BioAssay
